# Compound activity: PubChem BioAssay, Broad Institute
# C diff HTS – inhibitors of Clostridium difficile growth. Clostridium difficile clinical isolate growth, OD600, 24 h; stronger effect = lower value. growth activity, negative = inhibition, % at 16 µg/mL (by protocol). hit rate 0.25% among 86,000;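 active = mean growth activity at or below -80% and every replicate also at or below -80%; inconclusive = mean at or below -80% but some replicate above -80%; inactive = mean growth activity above -80%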;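 note: 0% = DMSO wells and -100% = levofloxacin 16 µg/mL wells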
# T cruzi growth – T. cruzi proliferation inhibition. T. cruzi beta-gal in NIH3T3, GalScreen luminescence, 90 h. inhibition, % at 8.34 µM. hit rate 5.9% among 77,000. AID 624255;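 active = mean inhibition above about 93%, with at least 55% of replicates each passing it, limit read from the data, passing the limit was not always enough; inconclusive = only one of those two conditions holds; inactive = neither condition holds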
# KDM4C inh – inhibitors of human demethylase GASC-1 KDM4C; AID 720574; inhibition, % at 12.5 µM; Q9H3R0; hit rate 0.15% among 96,000; GST-KDM4C 2-372, H3K9me3 peptide, LANCE TR-FRET;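 active = mean replicate inhibition above about 25%, with at least 55% of replicates also reaching it, limit read from the data, passing the limit was not always enough; inconclusive = only one of those two conditions met; inactive = neither condition met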
# Target sequence (Q9H3R0 2-372 limits assumed): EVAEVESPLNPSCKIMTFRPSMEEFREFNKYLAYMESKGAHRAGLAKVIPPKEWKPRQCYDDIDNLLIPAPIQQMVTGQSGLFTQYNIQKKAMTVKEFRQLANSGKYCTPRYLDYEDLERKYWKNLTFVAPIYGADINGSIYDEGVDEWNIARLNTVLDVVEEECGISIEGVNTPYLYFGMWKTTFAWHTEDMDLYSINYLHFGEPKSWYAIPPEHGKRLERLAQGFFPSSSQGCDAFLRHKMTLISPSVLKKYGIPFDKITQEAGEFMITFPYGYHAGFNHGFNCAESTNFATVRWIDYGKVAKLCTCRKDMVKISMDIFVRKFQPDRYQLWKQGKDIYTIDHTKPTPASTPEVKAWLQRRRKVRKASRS
#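 Assay system: GST-GASC-1 enzyme fragment 2-372 | Amount: 10 nM enzyme | Medium: HEPES buffer, pH 7.5, plus ascorbate | Reagent: H3K9me3 peptide substrate, Fe(II), 2-oxoglutarate | Doses: Single-point compound screen | Incubation: 30 min demethylation and 1 h detection at room temperature | Measured by: LANCE TR-FRET, excitation 340 nm, emissions 618 and 671 nm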
# Pf Dd2 inh – P. falciparum Dd2 growth inhibition | AID 1159554 | hit rate 2.3% among 94,000 | SYBR Green, 72 h; stronger effect = lower value | activity change, % at 10 µM; in the data active = activity change below about -80%; inconclusive = no clear call, values can overlap the other calls
# Starred values were filed as active, the others as inactive; ? = inconclusive; . = not tested or not shown; & = joins results of further samples.
SMILES,C diff HTS,T cruzi growth,KDM4C inh,Pf Dd2 inh
CO[C@H]1CN(C)C(=O)c2cc(NC(=O)C3CC3)ccc2OC[C@H](C)N(Cc2cccnc2)C[C@@H]1C,.,36,2.1,.
COCC#Cc1cnc2c(c1)C(=O)N([C@@H](C)CO)C[C@@H](C)[C@@H](CN(C)C(=O)C1CCC1)O2,1,8,4.1,22
COCC(=O)Nc1ccc2c(c1)C(=O)N(C)[C@H]1CC[C@@H](CC(=O)NCCc3ccncc3)O[C@H]1CO2,0,1,-0.2,-2
COc1ccc(CN2CC3(CN(S(=O)(=O)c4ccc(C)cc4)C3)c3c([nH]c4cc(OC)ccc34)[C@H]2CO)cc1,-4,.,-0.3,-49
COc1ccc(NC(=O)Nc2ccc3c(c2)CC(=O)N([C@@H](C)CO)C[C@@H](C)[C@@H](CN(C)C(=O)NC2CCCCC2)O3)cc1,-6,14,10,-5
COc1ccc(S(=O)(=O)Nc2ccc3c(c2)C(=O)N([C@@H](C)CO)C[C@@H](C)[C@H](CN(C)Cc2ccc(Oc4ccccc4)cc2)O3)cc1,-1,20,-3.0,4
C[C@@H]1CN([C@@H](C)CO)C(=O)c2cccc(NC(=O)Nc3ccc(F)cc3)c2O[C@@H]1CN(C)C(=O)Nc1ccc(C(F)(F)F)cc1,9,?,-0.9,-76
CCC(=O)N(C)C[C@@H]1Oc2cc(-c3ccccc3C)ccc2S(=O)(=O)N([C@@H](C)CO)C[C@H]1C,1,-1,-0.7,-9
C[C@@H](NC(=O)[C@H]1[C@H](CO)[C@H]2Cn3c(ccc(-c4cccnc4)c3=O)[C@H]2N1C)c1ccccc1,3,38,3.9,-3
C[C@@H]1CN([C@H](C)CO)C(=O)Cc2cc(NC(=O)CCC(F)(F)F)ccc2O[C@@H]1CN(C)S(=O)(=O)c1cccs1,-3,7,2.7,15
Cc1noc(C)c1NC(=O)Nc1cccc2c1O[C@H](CN(C)C(=O)Nc1ccc(F)cc1)[C@@H](C)CN([C@@H](C)CO)C2=O,3,-53,-0.2,17
COc1cccc(C(=O)Nc2ccc3c(c2)C(=O)N(C)[C@H]2CC[C@@H](CC(=O)NCC4CC4)O[C@H]2CO3)c1,-6,-33,1.4,-3

# Record cards (already shown). Values in the order: C diff HTS	T cruzi growth	KDM4C inh	Pf Dd2 inh
# Record of CCC(=O)N(C)C[C@@H]1Oc2cc(-c3ccccc3C)ccc2S(=O)(=O)N([C@@H](C)CO)C[C@H]1C = 1	-1	-0.7	-9
# Record of C[C@@H](NC(=O)[C@H]1[C@H](CO)[C@H]2Cn3c(ccc(-c4cccnc4)c3=O)[C@H]2N1C)c1ccccc1 = 3	38	3.9	-3
# Record of COCC(=O)Nc1ccc2c(c1)C(=O)N(C)[C@H]1CC[C@@H](CC(=O)NCCc3ccncc3)O[C@H]1CO2 = 0	1	-0.2	-2

# (listing goes on)
SMILES,C diff HTS,T cruzi growth,KDM4C inh,Pf Dd2 inh
CCCc1cn(CC[C@@H]2CC[C@@H](NC(=O)C3CCOCC3)[C@H](CO)O2)nn1,0,18,0.1,4
COc1ccc(NC(=O)Nc2ccc3c(c2)C(=O)N([C@H](C)CO)C[C@@H](C)[C@@H](CN(C)S(=O)(=O)c2ccc(F)cc2)O3)cc1,2,14,-2.2,33
CCS(=O)(=O)Nc1ccc2c(c1)C(=O)N(C)[C@@H]1CC[C@H](CC(=O)NC3CCCCC3)O[C@H]1CO2,-1,-21,0.5,0
O=C(C[C@H]1C[C@@H]2c3cc(NC(=O)C4CCC4)ccc3O[C@@H]2[C@@H](CO)O1)NCc1ccccc1,.,7,0.3,17
O=C(C[C@@H]1C=C[C@H](NC(=O)C2CCOCC2)[C@@H](CO)O1)NCC1CC1,.,33,1.5,9
O=C(C[C@@H]1CC[C@H]2[C@@H](COC[C@@H](O)CN2CC2CCCCC2)O1)NCc1ccc(Cl)cc1,.,92,-1.7,-3
Cc1noc(C)c1S(=O)(=O)Nc1ccc2c(c1)CC(=O)N([C@H](C)CO)C[C@H](C)[C@@H](CN(C)C(=O)NC1CCCCC1)O2,3,-7,-0.5,21
O=C(CC1CC1)Nc1ccc2c(c1)[C@H]1C[C@@H](CC(=O)NC3CCCCC3)O[C@@H](CO)[C@H]1O2,0,27,3.3,25
O=C(C1CCC1)N1CC(=O)N2[C@H](CO)[C@H](c3ccc(-c4cccnc4)cc3)[C@H]2C1,-4,.,-0.9,-14
O=C(C[C@H]1C=C[C@@H](NC(=O)CN2CCOCC2)[C@H](CO)O1)NCCc1ccncc1,-4,.,-0.1,36
CO[C@@H]1CN(C)C(=O)c2ccc(NC(=O)c3ccccc3)cc2OC[C@@H](C)NC[C@@H]1C,.,.,-0.9,33
CCC(=O)Nc1ccc2c(c1)C(=O)N(C)C[C@H](OC)[C@@H](C)CN(CCC(F)(F)F)[C@@H](C)CO2,5,.,-0.1,12

# The last 2 records of the part before are carried over, then new ones follow.
SMILES,C diff HTS,T cruzi growth,KDM4C inh,Pf Dd2 inh
CO[C@@H]1CN(C)C(=O)c2ccc(NC(=O)c3ccccc3)cc2OC[C@@H](C)NC[C@@H]1C,.,.,-0.9,33
CCC(=O)Nc1ccc2c(c1)C(=O)N(C)C[C@H](OC)[C@@H](C)CN(CCC(F)(F)F)[C@@H](C)CO2,5,.,-0.1,12
CCCNC(=O)N(C)C[C@@H]1Oc2cc(-c3ccccc3F)ccc2S(=O)(=O)N([C@H](C)CO)C[C@H]1C,1,.,2.2,-1
COc1cccc(C(=O)Nc2ccc3c(c2)OC[C@H](C)N(C(=O)C2CCCC2)C[C@@H](C)[C@H](OC)CN(C)C3=O)c1,.,-17,0.3,.
C[C@@H](O)C#Cc1ccc([C@H]2[C@@H](CO)N3CCCCN(C(=O)Nc4ccccc4)C[C@@H]23)cc1,0,28,-1.5,-2
CN1C(=O)c2cc(NC(=O)Nc3ccc(Cl)cc3)ccc2OC[C@@H]2O[C@H](CC(=O)NCCN3CCCCC3)CC[C@@H]21,9,103*,1.0,-23
CC(=O)N[C@H]1CC[C@H](CCNC(=O)C2CC2)O[C@H]1CO,.,27,2.0,21
O=C(N[C@H]1CC[C@@H](CCNC(=O)c2cnccn2)O[C@H]1CO)c1ccc2c(c1)OCO2,.,16,0.4,15
CC(C)NC(=O)N(C)C[C@@H]1Oc2ccc(NC(=O)Nc3ccc4c(c3)OCO4)cc2CC(=O)N([C@@H](C)CO)C[C@@H]1C,3,0,2.5,-32
C[C@H]1CN([C@@H](C)CO)C(=O)c2cc(NC(=O)Cc3cn(C)c4ccccc34)ccc2O[C@@H]1CN(C)C,10,.,0.1,7
C[C@H](CO)N1C[C@H](C)[C@@H](CN(C)Cc2cccc(O)c2)OCc2cnnn2CCCC1=O,2,25&16,-0.2,-4&4
C[C@@H]1CN([C@@H](C)CO)C(=O)c2cccc(NC(=O)Nc3cccc4ccccc34)c2O[C@H]1CN(C)S(=O)(=O)c1ccccc1,-5,41,.,-19
CCCNC(=O)N(C)C[C@@H]1Oc2ncc(C#C[C@@H](C)O)cc2C(=O)N([C@@H](C)CO)C[C@@H]1C,-5,24,-1.6,17
CC(=O)N(C)C[C@H]1Oc2ncc(C#C[C@H](C)O)cc2C(=O)N([C@@H](C)CO)C[C@@H]1C,-1,-1,1.8,19
CC=Cc1ccc2n(c1=O)C[C@H]1[C@H](CO)[C@@H](C(=O)NCC3CC3)[C@@H]2N1Cc1ccccc1OC (mixture of isomers),-10,13,3.7,.
C[C@H]1CN([C@@H](C)CO)C(=O)Cc2cc(N(C)C)ccc2O[C@H]1CN(C)C(=O)Nc1cccc2ccccc12,0,9,0.8,7
CC=Cc1ccc2n(c1=O)C[C@H]1[C@H](CO)[C@@H](C(=O)NCc3ccc4c(c3)OCO4)[C@@H]2N1C(=O)C1CC1 (mixture of isomers),-5,81,-2.1,5
O=C(c1cccnc1)N1CC[C@@H]2[C@H](CO)Nc3ccc(-c4cccc(F)c4)cc3[C@@H]21,-6,67,0.5,-46
CC=Cc1ccc2n(c1=O)C[C@H]1[C@H](CO)[C@@H](C(=O)N3CCc4ccccc4C3)[C@@H]2N1Cc1ccncc1 (mixture of isomers),-1,49,-1.7,3
CCNC(=O)c1cc2c(c(-c3cccc(-c4cccc(OC)c4)c3)n1)[C@H](CCO)N([S@@](=O)C(C)(C)C)C2,.,75,3.7,-23
C[C@H]1CN([C@@H](C)CO)C(=O)c2cccc(NC(=O)C3CC3)c2O[C@H]1CN(C)Cc1ccc(Cl)c(Cl)c1,0,-19,2.2,-6
COc1cccc(S(=O)(=O)N2CC[C@@H]3[C@H]2c2cc(Br)ccc2N[C@@H]3CO)c1,-14,35,-5.6,10
CO[C@H]1CN(C)C(=O)c2ccc(NC(=O)Nc3ccc(Cl)c(Cl)c3)cc2OC[C@H](C)NC[C@@H]1C,-99*,21,-0.4,.
CCC(=O)N1CC2(CN(Cc3ccc(Cl)cc3)C2)c2c([nH]c3cc(OC)ccc23)[C@@H]1CO,1,.,-1.0,-23
CCCNC(=O)C[C@H]1CC[C@@H]2[C@H](COC[C@H](O)CN2C(=O)C2CCOCC2)O1,.,-1,-0.3,8
COc1ccc(S(=O)(=O)Nc2ccc3c(c2)C(=O)N([C@H](C)CO)C[C@H](C)[C@H](CN(C)Cc2ccc(C(=O)Nc4ccccc4N)cc2)OCCCC[C@@H](C)O3)cc1,-5,.,-2.1,-63
O=C(NCC[C@@H]1CC[C@@H](NC(=O)C2CCOCC2)[C@H](CO)O1)Nc1ccc(Cl)cc1,-5,-18,-2.5,9
C[C@@H]1CN([C@@H](C)CO)C(=O)c2cccc(NC(=O)Nc3ccccc3)c2O[C@H]1CN(C)S(=O)(=O)c1ccc(F)cc1,9,27,-0.3,2
CNC(=O)C[C@@H]1CC[C@@H]2[C@@H](COc3ccc(NC(=O)c4cccc(OC)c4)cc3C(=O)N2C)O1,3,-23,-1.4,-12
CCNC(=O)C[C@@H]1CC[C@H]2[C@H](COc3ccc(NC(=O)C4CCCCC4)cc3C(=O)N2C)O1,-4,-2,1.2,-2
COCC(=O)N[C@@H]1C=C[C@H](CC(=O)NCc2ccccc2OC)O[C@H]1CO,-2,4,-0.7,7
C[C@@H]1CN([C@@H](C)CO)C(=O)Cc2cc(NC(=O)Nc3ccc(F)cc3)ccc2O[C@H]1CN(C)C(=O)Nc1ccccc1,1,.,-1.7,-27
O=C(NCC[C@H]1CC[C@H](NS(=O)(=O)c2ccccc2F)[C@H](CO)O1)c1ccc(F)cc1,.,-7,-2.2,8
COc1ccc(S(=O)(=O)N(C)C[C@@H]2OCCCC[C@@H](C)Oc3ccc(NS(=O)(=O)c4ccccc4)cc3C(=O)N([C@H](C)CO)C[C@@H]2C)cc1,4,.,1.0,.
CC(=O)N(C)C[C@@H]1Oc2ncc(Br)cc2C(=O)N([C@H](C)CO)C[C@@H]1C,-1,16,-1.2,28
C[C@@H]1CN([C@@H](C)CO)S(=O)(=O)c2ccc(C#CC3CCCC3)cc2O[C@H]1CN(C)C,-1,-26,1.6,0
C[C@H](CO)N1C[C@H](C)[C@@H](CN(C)C(=O)CCCN(C)C)OCCCC[C@H](C)Oc2ccc(NC(=O)Nc3ccccc3)cc2C1=O,4,-43,1.8,22
COc1ccc2c3c([nH]c2c1)[C@@H](CO)N(C(=O)c1cnccn1)CC31CCN(S(C)(=O)=O)CC1,5,.,1.0,25
COc1ccc(NC(=O)Nc2ccc3c(c2)C(=O)N([C@H](C)CO)C[C@@H](C)[C@H](CN(C)C(=O)Cc2ccccc2)OCCCC[C@@H](C)O3)cc1,9,88,-0.2,-54
C[C@@H]1CCCCO[C@@H](CN(C)C(=O)CCCN(C)C)[C@@H](C)CN([C@H](C)CO)C(=O)c2cc(NC(=O)c3ccncc3)ccc2O1,-8,-28,2.9,40
O=C(Nc1ccc(Cl)cc1)N[C@@H]1CC[C@@H](CCNS(=O)(=O)c2ccccc2F)O[C@@H]1CO,61,21,-1.1,1
O=S(=O)(c1ccc(F)cc1)N1CC[C@@H]2[C@H](CO)Nc3ccc(-c4ccc(F)cc4)cc3[C@@H]21,-2,42,1.4,-4
C[C@@H]1CN([C@H](C)CO)C(=O)c2cc(NC(=O)CCN3CCOCC3)ccc2O[C@H]1CN(C)C(=O)Nc1ccc2c(c1)OCO2,.,23,0.2,53
C[C@H](CO)N1C[C@H](C)[C@@H](CN(C)C(=O)Nc2ccccc2)Oc2c(NS(=O)(=O)c3ccc(F)cc3)cccc2C1=O,-3,-2,2.9,-16
C/C=C/c1ccc([C@H]2[C@@H](CO)N(Cc3ccccn3)[C@H]2CNC(C)=O)cc1,11,52,5.3,-39
C[C@H](NC(=O)C[C@@H]1C=C[C@@H](NC(=O)Nc2ccc3c(c2)OCO3)[C@H](CO)O1)c1ccccc1,.,-8,0.0,-14
